Avidin fluor – compound fluoresces at 488/530 nm on avidin beads; compound fluorescence 488/530 nm, flow cytometry; stronger effect = higher value; fluorescence (KMESF) at 10 µM; AID 1775; 220,000 tested, 0.38% active; in the data active = fluorescence above about 47; also: inactives centre near 10
Bcl-W Bim block – disrupts Bim peptide binding to human Bcl-W | bead-based flow cytometry | inhibition, % at 10 µM | Q92843 | 190,000 tested, 0.02% active | AID 952;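 also: 0% = bound tracer without compound and 100% = peptide blocker; higher means less fluorescent Bim peptide bound to Bcl-W beads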
Target sequence (Q92843 whole entry, looked up): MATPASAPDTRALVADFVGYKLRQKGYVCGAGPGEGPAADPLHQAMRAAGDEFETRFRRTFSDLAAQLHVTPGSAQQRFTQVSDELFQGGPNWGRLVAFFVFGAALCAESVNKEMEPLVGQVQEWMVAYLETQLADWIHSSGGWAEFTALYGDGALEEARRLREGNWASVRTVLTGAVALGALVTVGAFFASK
RGS7-Gao – human RGS7-Galphao interaction regulation | P09471 | Multiplexed bead flow cytometry, RGS7-Galphao binding; actives lie on both sides | binding response (% of control), % at 10 µM | 220,000 tested, 0.35% active | AID 1439; in the data active = binding response below about 49% or above about 150%; inconclusive = no clear call, values can overlap the other calls; inactive = in between;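 also: fluorescent Galphao held in activated GDP-AlF4 state binding bead-coupled RGS7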
Target sequence (P09471 whole entry, looked up): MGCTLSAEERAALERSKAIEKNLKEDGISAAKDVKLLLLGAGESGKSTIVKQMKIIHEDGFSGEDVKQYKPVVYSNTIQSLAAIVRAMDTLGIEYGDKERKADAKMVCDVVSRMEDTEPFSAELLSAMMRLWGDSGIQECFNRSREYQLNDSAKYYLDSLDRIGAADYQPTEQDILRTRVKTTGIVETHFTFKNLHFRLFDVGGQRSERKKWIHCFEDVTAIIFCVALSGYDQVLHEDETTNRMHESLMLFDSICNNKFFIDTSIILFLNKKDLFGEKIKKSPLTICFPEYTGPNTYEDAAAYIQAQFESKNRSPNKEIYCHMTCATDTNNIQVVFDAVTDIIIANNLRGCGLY
Bim-Bcl-2 – disrupts Bim peptide binding to human Bcl-2 | inhibition, % at 10 µM | 190,000 tested, 0.06% active | AID 950 | Bead-based flow cytometry, Bim peptide-Bcl-2 binding; in the data active = inhibition above about 40%; inconclusive = no clear call, values can overlap the other calls;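 also: 0% = no compound wells with probe peptide and 100% = reference peptide inhibitor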
Target sequence (P10415 whole entry, looked up): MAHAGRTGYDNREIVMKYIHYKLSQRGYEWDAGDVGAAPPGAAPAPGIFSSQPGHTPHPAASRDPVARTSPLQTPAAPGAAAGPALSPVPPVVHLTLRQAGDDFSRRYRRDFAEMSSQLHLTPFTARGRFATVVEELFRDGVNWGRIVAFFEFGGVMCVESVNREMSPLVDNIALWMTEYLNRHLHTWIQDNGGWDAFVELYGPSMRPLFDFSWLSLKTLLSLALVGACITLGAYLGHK
Bcl-XL Bim block – inhibitors of Bim-Bcl-XL interaction, human; Bim peptide-Bcl-XL binding, bead flow cytometry, fluorescence; inhibition, % at 10 µM; 190,000 tested, 0.04% active; AID 1007
ABCB1 inh – blocks JC-1 efflux by human ABCB1 transporter; CCRF-Adr cells, flow cytometry; P08183; 190,000 tested, 0.067% active; inhibition, % at 6.6 µM; in the data active = inhibition above about 40%;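 also: 0% = vehicle and 100% = reference inhibitor; higher value means more JC-1 retained so stronger ABCB1 efflux block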
Bim-Bfl-1 – disrupts Bim binding to human Bfl-1 | Q16548 | Bead-based flow cytometry, Bim-Bfl-1 binding inhibition | inhibition, % at 10 µM | 190,000 tested, 0.12% active | AID 1008;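 also: 0% = wells without compound plus tracer and 100% = blocker peptide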
ABCG2 inh – human ABCG2 inhibition, ABCB1 as counter-screen. Q9UNQ0. IgMXP3 cells, JC-1 efflux, flow cytometry. inhibition, % at 6.6 µM. 190,000 tested, 0.1% active. AID 1325;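 active = inhibition above 80%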;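 also: 0% = DMSO and 100% = nicardipine control wells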
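Test system: IgMXP3 (ABCG2) plus far-red-tagged CCRF-Adr (ABCB1) cells. Reagent: JC-1 dye as substrate. Timing: 10 min exposure at 25 °C with rotation, no wash. Measured by: flow cytometric JC-1 green MFI at 530 nm. Read-out: percent efflux inhibition, scaled nicardipine 100% to DMSO 0%. Control set: nicardipine and DMSO wells.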
GSH bead fluor – compound fluoresces at 488/530 nm on GSH beads; GSH beads flow cytometry, compound fluorescence 488/530 nm; stronger effect = higher value; fluorescence (KMESF) at 10 µM; 190,000 tested, 0.25% active; AID 1776; in the data active = fluorescence above about 89;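 also: glutathione beads carrying GST-tagged Bcl family fusion proteins plus one bare bead set; values are compound well signal with DMSO vehicle wells as background; inactives centre near 16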
RGS4-Gao reg – human RGS4-Galphao interaction regulation. binding response (% of control), % at 10 µM. P09471. 220,000 tested, 0.33% active. Multiplexed bead flow cytometry, RGS4-Galphao binding; actives lie on both sides; in the data active = binding response below about 49% or above about 150%; inactive = in between;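 also: fluorescent Galphao activated with aluminum fluoride binding bead-coupled RGS4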
Bim-Bcl-B – human Bim-Bcl-B interaction inhibition; Q9HD36; bead-based flow cytometry, Bim peptide-Bcl-B binding; inhibition, % at 10 µM; 190,000 tested, 0.073% active; AID 951;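 also: 0% = tracer peptide without compound and 100% = reference inhibitor peptide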
Target sequence (Q9HD36 whole entry, looked up): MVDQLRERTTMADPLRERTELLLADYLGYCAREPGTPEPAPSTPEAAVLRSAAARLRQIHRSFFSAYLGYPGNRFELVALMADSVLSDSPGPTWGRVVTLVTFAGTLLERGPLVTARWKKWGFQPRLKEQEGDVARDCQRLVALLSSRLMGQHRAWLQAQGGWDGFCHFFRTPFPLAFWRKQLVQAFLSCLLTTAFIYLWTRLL
The depositor's hits bear a star; ? = inconclusive. Rule as the data show it, unless noted: active = inhibition above about 40%.

SMILES | Avidin fluor | Bcl-W Bim block | RGS7-Gao | Bim-Bcl-2 | Bcl-XL Bim block | ABCB1 inh | Bim-Bfl-1 | ABCG2 inh | GSH bead fluor | RGS4-Gao reg | Bim-Bcl-B
C1CCc2nnc(C3CC3)n2CC1 | 8 | 0 | 105 | -6 | -2 | 1.6 | -4 | 10 | 10 | 102 | -1
CCNC(=S)N(Cc1cc2cc(C)cc(C)c2[nH]c1=O)C1CCCC1 | 15 | 2 | 106 | 2 | 2 | 0.7 | 14 | -1 | 6 | 102 | 0
N#Cc1ccc(-c2csc(NNC(=O)c3ccc(Br)cc3)n2)cc1 | 22 | -2 | 97 | -5 | 0 | -0.2 | 0 | -1 | 16 | 99 | -2
Cc1ncc(C[n+]2csc(C)c2C)c(N)n1 | 9 | 0 | 103 | 0 | 3 | 0.1 | -3 | 2 | 15 | 100 | 0
COc1ccccc1NC(=O)c1ccccc1SC | 12 | -3 | 104 | -15 | -7 | 0.2 | -16 | 4 | 9 | 105 | -14
CCCOc1ccccc1C1CC(=O)Nc2cc3c(cc21)OCCO3 (stereo not given) | 35 | -5 | 102 | -11 | -12 | 1.8 | -21 | 15 | 25 | 101 | -11
O=C(NCCc1ccccc1)C1CC(c2ccccc2O)=NO1 (stereo not given) | 10 | 0 | 103 | -4 | -2 | 1.2 | -1 | 5 | 13 | 103 | -4
COc1ccc(C(=O)Nc2cc(C)ccc2NC(=O)COc2ccccc2)cc1 | 14 | -3 | 95 | -9 | 0 | 0.8 | -7 | 4 | 29 | 94 | -7
CCOC(=O)Cc1csc(NC(=O)COc2c(C)cccc2C)n1 | 10 | -3 | 91 | -2 | -3 | 0.6 | -5 | 4 | 13 | 92 | -2
COc1ccc(C2CC(c3ccccc3)=NN2C(=O)COC(=O)c2nc3nc(C)cc(C)n3n2)cc1 (stereo not given) | 12 | 0 | 93 | 0 | -2 | 3.7 | -7 | 2 | 14 | 97 | -8
Cc1cc(=O)[nH]c(SCC(=O)Nc2ccc(S(=O)(=O)N3CCOCC3)cc2)n1 | 22 | -3 | 106 | 0 | -2 | 0.3 | -5 | 2 | 12 | 104 | -1
CCOc1ccc2nc(NC(=O)c3cnccn3)sc2c1 | 20 | 0 | 94 | -4 | -2 | 0.3 | -2 | 18 | 21 | 96 | -3
CN1CCC(OC(=O)c2ccccc2Cl)CC1 | 9 | 1 | 93 | 1 | 1 | 0.7 | -3 | 1 | 21 | 91 | 2
Cc1ccc(-c2nn(C(C)(C)C)c3ncnc(N)c23)cc1 | 10 | -2 | 97 | -1 | -4 | 0.1 | -1 | 1 | 31 | 99 | -1
CN(C)S(=O)(=O)c1ccc(NC(=O)CNc2cc(S(=O)(=O)N3CCCC3)ccc2OCC(F)(F)F)cc1 | 4 | 0 | 102 | -1 | -4 | 0.1 | 0 | 7 | 6 | 102 | -3
CC1=C(C#N)C(NC(=O)c2ccccc2Cl)(C(F)(F)F)C(=O)N1 (stereo not given) | 13 | -6 | 102 | 0 | -16 | 0.3 | -13 | 19 | 20 | 101 | -14
Clc1ccc(OCCn2ccnc2)c(Cl)c1 | 17 | -1 | 100 | -7 | -7 | 0.5 | -8 | 1 | 23 | 103 | -8
CCCOc1ccc(-c2csc(NC(=O)CN3C(=O)CCC3=O)n2)cc1 | 13 | -5 | 94 | -2 | -5 | -0.2 | 0 | -1 | 14 | 99 | -2
CCCC(=O)Nc1nnc(SCC(=O)NCc2ccco2)s1 | 21 | -2 | 99 | -4 | -5 | -0.4 | -10 | 2 | 14 | 101 | -7
CN1CCOc2cc(S(=O)(=O)Nc3ccc(F)cc3)ccc21 | 7 | -3 | 94 | -8 | -4 | 0.2 | -4 | 2 | 14 | 98 | -5
Cc1ccc(SCC(=O)Nc2ccccc2C(=O)N2CCOCC2)cc1 | 12 | -10 | 102 | -10 | -13 | 0.3 | -11 | 2 | 20 | 103 | -15
COc1ccc(-c2csc(C3=C(O)CN(Cc4ccc(S(N)(=O)=O)cc4)C3=N)n2)cc1OC | 15 | 3 | 103 | -7 | 2 | 0.2 | -7 | 2 | 37 | 100 | -4
COc1ccc(/C=C/C(=O)C2CC2)cc1COc1c(C)cccc1C | 9 | -4 | 77 | -5 | -3 | 0.6 | -5 | 13 | 12 | 84 | -4
COc1ccc(C(=O)Nc2ccc(S(=O)(=O)N3CCCCC3)cc2)cc1OC | 13 | 3 | 100 | -8 | -1 | -0.2 | -12 | 15 | 32 | 99 | -2
O=c1[nH]c2cc(Cl)cc(Cl)c2[nH]c1=O | 15 | 0 | 83 | -1 | 0 | 0.5 | -1 | 1 | 14 | 80 | 0
CC(C)c1nnc(NC(=O)CCC(=O)NC2CCCc3ccccc32)s1 (stereo not given) | 10 | -4 | 94 | -8 | -7 | 0.1 | -7 | 1 | 12 | 96 | -10
CC(O)CNCCNCc1c(OCc2ccccc2)ccc2ccccc12 (stereo not given) | 5 | 1 | 104 | 0 | 2 | 0.1 | -1 | 0 | 23 | 104 | 0
Cc1cccc2cc(CN(Cc3cccnc3)C(=S)NCCCN(C)C)c(=O)[nH]c12 | 10 | -1 | 103 | -1 | -3 | 0.6 | -5 | 2 | 16 | 104 | -5
C[C@@H]1CN(Cc2nc(Cc3ccccc3F)no2)C[C@H](C)O1 | 12 | 0 | 104 | 0 | 1 | 0.9 | -1 | 9 | 11 | 103 | -3
O=C(NCC1CC1)C1CCCN(S(=O)(=O)c2ccc(-n3cnnn3)cc2)C1 (stereo not given) | 13 | 2 | 101 | -5 | -2 | -0.8 | -14 | -1 | 35 | 103 | -5
COc1ccc(C2NN=C(c3ccc(C)cc3)S2)cc1OC (stereo not given) | 10 | -1 | 95 | -3 | -1 | -0.1 | -5 | 6 | 10 | 95 | -2
Cc1cc(C)c(C#N)c(Oc2ccc(O)cc2)n1 | 8 | 0 | 101 | -8 | -3 | -2.9 | -9 | -4 | 23 | 104 | -6
Cc1nnc(SC(C)C(=O)Nc2ccc(S(=O)(=O)NC3CCCCC3)cc2)s1 (stereo not given) | 7 | -2 | 98 | 1 | -4 | 0.6 | 0 | 1 | 26 | 96 | -1
Cc1ccc(-c2cn(S(=O)(=O)c3ccc(C)cc3)nc2N)cc1 | 26 | 2 | 103 | -8 | -5 | -0.2 | -15 | -8 | 35 | 97 | -8
CNC(=O)CNC(=O)Nc1ccc(Cl)c(Cl)c1 | 5 | -1 | 108 | 0 | 0 | -0.4 | -4 | -1 | 10 | 98 | 0
O=S(=O)(c1ccc(Cl)s1)N1CCN(c2ncccn2)CC1 | 18 | 0 | 102 | -8 | -2 | 0.5 | -12 | 1 | 31 | 101 | -4
CC1CC(Nc2cccc(O)c2)=CC(=O)O1 (stereo not given) | 14 | 0 | 98 | 2 | 0 | -0.1 | 0 | 0 | 23 | 101 | 0
Cc1nn(CC(=O)NC(C)c2ccccc2)c(=O)c2ccccc12 (stereo not given) | 15 | 0 | 111 | 4 | 0 | 0.9 | 0 | 3 | 8 | 111 | 0
CCCN(CCC)C(=S)NC(=O)c1ccc(Cl)cc1Cl | 10 | 1 | 102 | -2 | -1 | 0.4 | -9 | 2 | 13 | 100 | -4
N=C1/C(=C/c2cccn2-c2ccc([N+](=O)[O-])cc2)C(=O)N=C2SC=CN12 | 6 | -6 | 94 | -5 | -8 | 1.3 | -6 | 12 | 12 | 91 | -8
O=C(CSc1nnc(-c2ccccc2)o1)N1CCN(c2ccccc2)CC1 | 10 | 1 | 100 | -10 | -5 | -0.1 | -13 | 0 | 17 | 101 | -1
O=C(Nc1ccccc1C(=O)NCc1ccccc1)c1ccco1 | 8 | -1 | 103 | -2 | -16 | 0.1 | -1 | 4 | 33 | 104 | -4
O=C(Nc1cccc(F)c1)/C(=C\c1ccco1)NC(=O)c1cccs1 | 13 | 0 | 100 | 1 | -2 | 0.0 | 5 | 1 | 9 | 106 | -2
COc1ccc(-c2ccc(C(=S)N3CCN(C(C)=O)CC3)o2)cc1 | 7 | 1 | 98 | -3 | -3 | -0.7 | 3 | -4 | 11 | 99 | -10
Cc1cc(=O)[nH]c(N/N=C/c2c(C)nn(-c3ccccc3Cl)c2Cl)n1 | 9 | -7 | ? | -6 | -2 | 0.5 | -10 | 3 | 15 | 99 | -7

Arranged by value in Bcl-XL Bim block (descending): some entries from above.
mol	Avidin fluor	Bcl-W Bim block	RGS7-Gao	Bim-Bcl-2	Bcl-XL Bim block	ABCB1 inh	Bim-Bfl-1	GSH bead fluor	RGS4-Gao reg	Bim-Bcl-B
COc1ccc(C2NN=C(c3ccc(C)cc3)S2)cc1OC (stereo not given)	10	-1	95	-3	-1	-0.1	-5	10	95	-2
O=C(Nc1cccc(F)c1)/C(=C\c1ccco1)NC(=O)c1cccs1	13	0	100	1	-2	0.0	5	9	106	-2
Cc1ccc(-c2cn(S(=O)(=O)c3ccc(C)cc3)nc2N)cc1	26	2	103	-8	-5	-0.2	-15	35	97	-8

The listing continues:
SMILES | Avidin fluor | Bcl-W Bim block | RGS7-Gao | Bim-Bcl-2 | Bcl-XL Bim block | ABCB1 inh | Bim-Bfl-1 | ABCG2 inh | GSH bead fluor | RGS4-Gao reg | Bim-Bcl-B
CC1CN(Cc2nc3ccccc3c(=O)[nH]2)CC(C)O1 (stereo not given) | 8 | -1 | 105 | -5 | -4 | 0.8 | -7 | 12 | 9 | 104 | 0
COc1ccc2[nH]c(=O)c(CNC3CCCCC3)cc2c1 | 12 | -1 | 99 | -1 | 2 | 0.0 | -1 | 0 | 11 | 101 | -2
CCOc1cccc(CNCCSc2nnnn2C)c1 | 5 | -2 | 97 | -2 | 0 | 0.7 | 1 | 1 | 29 | 95 | 0
CCOC(=O)c1sc(C)c(C(=O)NCC(C)(C)CN(C)C)c1N | 18 | -2 | 107 | -1 | -8 | 2.9 | 0 | 12 | 10 | 108 | -2
CCc1ccc2c(CN3CCc4ccccc43)cc(=O)oc2c1 | 5 | 0 | 104 | -2 | -2 | 0.0 | -11 | 1 | 15 | 103 | -2
CCOC(=O)c1ccc(NC(=O)NCCc2ccccc2OC)cc1 | 10 | 1 | 107 | -7 | -3 | 2.1 | -8 | 3 | 17 | 107 | -9
O=C(CCN1C(=O)c2ccccc2C1=O)C1=NN[C@@H]2C(=O)N(c3cccc(F)c3)C(=O)[C@H]12 | 7 | -1 | 104 | -7 | 1 | 0.3 | -5 | -1 | 12 | 102 | -2
Cn1c(=O)c(=O)n(C)c2cc(S(=O)(=O)CCC(=O)N3CCOCC3)ccc21 | 25 | -7 | 103 | -11 | -13 | 0.3 | -16 | 3 | 15 | 100 | -12
O=C1OC(N2CCN(C(=O)C3CCCO3)CC2)c2ccccc21 (stereo not given) | 8 | 4 | 100 | 0 | 3 | -0.3 | 0 | -1 | 8 | 101 | -1
COC(=O)CCC(=O)NNC(=O)c1ccc([N+](=O)[O-])cc1 | 9 | -2 | 93 | 2 | -2 | 0.4 | -4 | 3 | 12 | 100 | -3
CN1CCCC1CCNC1C2CC3CC(C2)CC1C3 (stereo not given) | 3 | -4 | 103 | 0 | 0 | -0.1 | -2 | 0 | 23 | 104 | 0
CCCCOC(=O)Nc1nnc(/C=C/c2ccc(OC)cc2)s1 | 3 | -2 | 99 | 2 | -2 | -0.3 | 0 | -1 | 5 | 102 | -1
CC1CCc2sc(-c3n[nH]c(=S)o3)cc2C1 (stereo not given) | 17 | 6 | ? | 0 | 0 | 0.0 | 5 | 0 | 14 | 101 | -30
